Compound activity from PubChem BioAssay.
STK33 inh: blocks human STK33 kinase activity; 0.073% of 320,000 active; purified STK33, MBP phosphorylation, ADP-Glo luminescence; inhibition, % at 10 µM;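 active = inhibition at or above 25%, using the most active replicate where run in duplicate; inactive = inhibition below 25%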
Target sequence (Q9BYT3 whole entry, looked up): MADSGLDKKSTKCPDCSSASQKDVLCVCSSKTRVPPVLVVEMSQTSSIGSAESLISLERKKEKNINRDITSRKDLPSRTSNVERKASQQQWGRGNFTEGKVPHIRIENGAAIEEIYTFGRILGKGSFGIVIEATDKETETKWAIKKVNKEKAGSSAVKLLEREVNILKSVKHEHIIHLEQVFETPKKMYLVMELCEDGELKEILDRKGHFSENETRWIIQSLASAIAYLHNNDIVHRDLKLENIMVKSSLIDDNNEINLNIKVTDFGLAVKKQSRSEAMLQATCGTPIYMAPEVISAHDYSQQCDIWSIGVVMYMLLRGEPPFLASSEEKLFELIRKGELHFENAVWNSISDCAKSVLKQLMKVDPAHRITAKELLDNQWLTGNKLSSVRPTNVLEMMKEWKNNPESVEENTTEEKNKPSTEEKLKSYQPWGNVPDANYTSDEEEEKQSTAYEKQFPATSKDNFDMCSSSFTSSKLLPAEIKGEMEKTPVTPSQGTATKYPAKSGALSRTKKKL
OX1R FRET antag: antagonists of human orexin 1 receptor (OX1R); OX1R-expressing cells, FRET antagonist read-out; inhibition, % at 6.6 µM; 1.8% of 330,000 active; AID 485270; O43613; in the data active = inhibition mostly above about 38%, no sharp cut-off; inactive = mostly below about 40%;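 also: 0% = agonist challenge alone and 100% = reference antagonist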
Target sequence (O43613 whole entry, looked up): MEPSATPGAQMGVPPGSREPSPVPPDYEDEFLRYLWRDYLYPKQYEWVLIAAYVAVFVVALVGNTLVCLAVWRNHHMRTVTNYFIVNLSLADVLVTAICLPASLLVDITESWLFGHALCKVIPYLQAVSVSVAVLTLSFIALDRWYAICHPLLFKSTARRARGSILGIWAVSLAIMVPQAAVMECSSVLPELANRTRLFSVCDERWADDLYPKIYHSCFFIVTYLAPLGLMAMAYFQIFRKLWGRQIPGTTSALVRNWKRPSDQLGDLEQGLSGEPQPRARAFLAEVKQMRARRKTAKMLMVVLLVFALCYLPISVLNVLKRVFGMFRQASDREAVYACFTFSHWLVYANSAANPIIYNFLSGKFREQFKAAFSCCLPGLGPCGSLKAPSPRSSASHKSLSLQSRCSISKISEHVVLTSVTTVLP
KCNQ2 block: KCNQ2 channel blockers in CHO-K1 cells – cell-based, FluxOR thallium flux, B-score, primary screen (AID 2156) | 20 min; stronger effect = lower value | B-score at 10 µM | 1.1% of 310,000 active;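 active = fluorescence ratio B-score at most minus 3 library SDs, with starting brightness B-score within 2 library SDs, cut at about -5.5 in these data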
Active calls of the source: *; i = inactive; x = no result given.

SMILES	STK33 inh	OX1R FRET antag	KCNQ2 block
COc1ccc(-c2cc(C(=O)Nc3c(C)nn(Cc4ccc(Cl)cc4)c3C)no2)cc1	0.5	4	i
CC(=O)N(CC(C)(C)CC=C(C)C)c1ccccc1	0.0	5	i
COc1ccccc1C(=O)N/N=C/c1ccc(Cl)s1	0.5	30	i
CCCNC(=O)/C=C/c1ccc(S(=O)(=O)Nc2ccccc2OC)cc1	0.4	16	i
CC(=O)c1c(C)[nH]c(C(=O)CSc2nnc(-c3cccs3)n2Cc2ccccc2)c1C	0.4	12	i
COc1ccc(C)cc1N(C(=O)c1ccccc1)c1nc2ccccc2s1	-0.4	21	i
COc1ccc(-n2cc(-c3ccc(Cl)cc3)[nH]c2=S)cc1	-1.5	9	i
CCSc1nnc2c3cc(CC)ccc3n(C)c2n1	0.6	x	i
CCn1c2ccc(F)cc2c2nnc(SCCN3CCOCC3)nc21	0.4	20	i
Cc1cnc(C(=O)Nc2nc(-c3ccccc3)cs2)cn1	1.0	7	i
O=C(NCc1ccccc1F)c1ccc(S(=O)(=O)Nc2cccc(C(F)(F)F)c2)cc1	-2.5	9	i
CC1CN(c2oc(-c3cccs3)nc2C#N)CC(C)O1 (stereo not given)	-1.8	14	i
Cc1ccccc1-n1ccnc1SCC(=O)O	-1.1	21	i
CCn1c(=O)c(C(=O)CN(C)Cc2cccc(OC)c2OC)c(N)n(Cc2ccccc2)c1=O	1.4	13	i
COc1ccc(NC(=O)C2CCCN(S(=O)(=O)c3ccccc3)C2)c(OC)c1 (stereo not given)	-3.5	14	i
CC1CCC2C(=O)N(c3ccccc3OC(=O)c3ccccc3)C(=O)C2C1 (stereo not given)	-1.0	0	i
CC(=O)Nc1ccc(NC(=O)C(C)OC(=O)C(C)SCC(=O)Nc2ccc(F)cc2)cc1 (stereo not given)	-0.8	89*	i
Cc1sc(NC(=O)CSc2nnc(N)s2)c(C#N)c1C	-0.3	30	i
O=C1CCC(=O)N1OCCCOc1ccccc1	0.8	0	i
N=c1ccn2c(n1)O[C@H]1[C@H](O)[C@@H](CO)O[C@H]12	-0.7	x	i
Cc1occc1C(=O)Nc1cc(C(F)(F)F)ccc1Cl	-4.2	5	i
O=C(NNC(=O)c1n[nH]c(=O)c2ccccc12)c1ccc(Br)cc1	1.3	19	i
COc1ccc(OC)c(C2C(C(=O)c3ccco3)=C(O)C(=O)N2CCN2CCOCC2)c1 (stereo not given)	1.1	19	i
O=C(Cc1ccccc1[N+](=O)[O-])NC1CCN(Cc2ccccc2)CC1	-6.4	-9	i
O=C(NC(=S)NNC(=O)c1cnccn1)c1ccc(Cl)cc1	0.0	13	i
Cc1nnc(NC(=O)c2nn(CC(C)C)c(=O)c3ccccc23)s1	0.4	27	i
Cc1csc(NC(=O)c2c(-c3ccccc3)noc2C)n1	-2.0	9	i
O=C(CCN1C(=O)/C(=C\c2ccccc2Cl)SC1=S)Nc1cccnc1	-1.5	41	i
Cc1ccccc1NC(=O)CC1(c2ccc(N(C)C)cc2)C(=O)c2ccccc2C1=O	-1.3	24	i
COc1ccc(C)cc1-n1nnnc1SCC(=O)NC1CCS(=O)(=O)C1 (stereo not given)	-1.6	10	x
COC(=O)C1CCN(c2ccc(C(N)=O)cc2[N+](=O)[O-])CC1	0.4	45	i
CC(C)NC(=O)Nc1ccc2c(c1)C(=O)N([C@@H](C)CO)C[C@@H](C)[C@@H](CN(C)S(=O)(=O)c1ccc(F)cc1)O2	0.3	10	x
O=C(CCN1C(=O)C2C3C=CC(C4CC34)C2C1=O)Oc1ccc(Br)cc1 (stereo not given)	-1.0	15	i
CNS(=O)(=O)c1ccc(N2CCCC2=O)c([N+](=O)[O-])c1	-1.5	15	i
CCS(=O)(=O)N1CCC(NC(=O)c2cc(OC)cc(OC)c2)CC1	2.2	11	i
Cc1nn(-c2ccccc2)c(C)c1NC(=O)COC(=O)c1ccc(S(=O)(=O)C(F)F)cc1	-0.5	12	i
Cc1ccc(OCC(=O)Sc2ccc(C)cc2)cc1	2.3	31	i
COc1cc(C(=O)N(CCc2ccccc2)C2CC3CCC(C2)N3C)cc(OC)c1OC (stereo not given)	-1.5	-1	i
CC(C)c1onc(C(=O)NCc2ccccn2)c1[N+](=O)[O-]	-0.5	9	i
CCOc1ccc(NC(=O)C2CSC(c3ccncc3)=N2)cc1 (stereo not given)	-0.1	6	i
CC[C@@H](CC1CCCCC1)C(=O)N(Cc1ccccc1)c1ccccc1	-1.6	17	x
COc1cc(-c2nc3n(n2)C(c2cccc(OC)c2OC)C2=C(CCCC2=O)N3)cc(OC)c1OC (stereo not given)	-2.1	11	i
CCN(CC)c1ccc2c(c1)OC(N)=C(C#N)C2c1cccnc1 (stereo not given)	1.4	16	i
CCOc1ccc(Cc2c(Cl)nc(SC)nc2N(C)C)cc1	0.3	15	-7.2*
Nc1ccc(OCc2ccco2)cc1	-1.1	9	i

Shown as a hit in KCNQ2 block, among the entries above:
SMILES	STK33 inh	OX1R FRET antag	KCNQ2 block
CCOc1ccc(Cc2c(Cl)nc(SC)nc2N(C)C)cc1	0.3	15	-7.2*

Next part.
SMILES	STK33 inh	OX1R FRET antag	KCNQ2 block
O=C(NCCSC1CCCCC1)c1ccccc1	1.9	22	i
COc1ccccc1OCC(=O)N1CCNC1=O	-1.1	13	i
O=C(O)c1ccc(NC(CSCc2cccc(F)c2)C(=O)O)c([N+](=O)[O-])c1 (stereo not given)	-1.5	23	i
CCN(CC)CCNC(=S)Nc1ccc2nc3n(c(=O)c2c1)CCCCC3	-1.7	15	i
CC1CN(CN2C(=O)c3ccccc3C2=O)CC(C)O1 (stereo not given)	-1.4	6	i
CCCN(CCC)S(=O)(=O)c1ccc(N2CCCC2=O)c([N+](=O)[O-])c1	-1.1	38	i
Cc1cc(C)cc(NC(=O)C2(c3ccccc3)CC2(Cl)Cl)c1 (stereo not given)	-0.4	22	-6.3*
CCCn1c(SCC(=O)/C(C#N)=C(\C)N)n[nH]c1=O	-2.4	19	i
CCOc1cc(/C=C(/C#N)c2ccc(F)cc2)ccc1OCc1ccc(C(=O)O)o1	-0.8	13	i
O=C(NC(=O)N1CCCCCC1)c1ccccc1	-1.4	3	i
Cc1cc(CNC(=O)C2(C(F)(F)F)CC(CCCO)CCCO2)nn1C (stereo not given)	-0.5	20	i
COc1ccc(N2C(=O)CCC(C(=O)O)C2c2ccc(OC)c(OC)c2)cc1 (stereo not given)	-0.7	14	i
CSCCC(NC(=O)c1cncc(Br)c1)C(=O)O (stereo not given)	1.6	-1	i
c1ccc(-c2onc(-c3ccco3)c2-c2ccc3[nH]ccc3c2)cc1	2.4	31	i
CN(CCC#N)C(=O)COC(=O)c1ccccc1C(=O)c1ccc(Cl)c([N+](=O)[O-])c1	-1.2	40	i
COc1ccc(N2CCN(C(=O)CN(c3cccc(OC)c3)S(=O)(=O)c3ccccc3)CC2)cc1	-1.7	28	i
CC(=O)Nc1ccccc1C(=O)C(=O)Nc1ccc(C(=O)NCC2CCCO2)cc1 (stereo not given)	-0.5	17	i
COCC1CCN(Cc2cn[nH]c2-c2cc3ccccc3o2)C1 (stereo not given)	-1.0	14	i
CCOC(=O)N1CCC(NC(=O)c2ccc(CS(=O)(=O)c3ccc(OC)cc3)o2)CC1	-1.9	15	i
CCc1[nH]c(=O)c(C#N)c2c1CSC(C)(C)C2	-1.2	9	i
O=C(N/N=C/c1cccc(O)c1)c1ccc(COc2cccc3cccnc23)cc1	-0.3	14	i
CCn1cnc2c1c(=O)n(CC(=O)Nc1ccc(C(N)=O)cc1)c(=O)n2Cc1ccccc1	-0.8	9	i
CNC[C@H]1Oc2ccc(NC(=O)Nc3ccccc3)cc2CC(=O)N([C@H](C)CO)C[C@H]1C	1.7	1	x
CCC(=O)Nc1cc(C(=O)O)ccc1Sc1ccccc1	-1.2	8	i
S=c1[nH]nc(-c2cccnc2)n1/N=C/c1cccs1	3.1	17	i
CC1=C(C(=O)OC(C)C)C(c2cccc([N+](=O)[O-])c2)n2c(cc(=O)[nH]c2=S)N1 (stereo not given)	-1.2	13	i
CCc1cccc(CC)c1NC(=O)CN1CCN(S(=O)(=O)c2ccccc2)CC1	0.4	18	i
CC(=O)Nc1ccc(S(=O)(=O)NNC(=O)COc2ccc(C(C)(C)C)cc2)cc1	-0.5	2	i
CCCCCCCCC(=O)O	-0.7	13	i
O=C(Nc1nc(-c2ccc3c(c2)OCO3)cs1)C1COc2ccccc2O1 (stereo not given)	0.0	18	i

In the list so far, these contain a cyano group:
SMILES	STK33 inh	OX1R FRET antag	KCNQ2 block
CC1CN(c2oc(-c3cccs3)nc2C#N)CC(C)O1 (stereo not given)	-1.8	14	i
Cc1sc(NC(=O)CSc2nnc(N)s2)c(C#N)c1C	-0.3	30	i
CCN(CC)c1ccc2c(c1)OC(N)=C(C#N)C2c1cccnc1 (stereo not given)	1.4	16	i
CCCn1c(SCC(=O)/C(C#N)=C(\C)N)n[nH]c1=O	-2.4	19	i
CCOc1cc(/C=C(/C#N)c2ccc(F)cc2)ccc1OCc1ccc(C(=O)O)o1	-0.8	13	i
CN(CCC#N)C(=O)COC(=O)c1ccccc1C(=O)c1ccc(Cl)c([N+](=O)[O-])c1	-1.2	40	i
CCc1[nH]c(=O)c(C#N)c2c1CSC(C)(C)C2	-1.2	9	i

Next records follow:
SMILES	STK33 inh	OX1R FRET antag	KCNQ2 block
COc1ccc(S(=O)(=O)N[C@@H](CC(C)C)C(=O)O)cc1	-0.5	5	i
Cc1cc(C)c(-c2csc(NC(=O)CCCc3nc4ccccc4c(=O)[nH]3)n2)c(C)c1	-1.5	21	i
O=C(Cn1c(=O)oc2ccccc21)N1CCN(c2ccccc2)CC1	-2.1	-6	i
CC(CC(=O)O)C(=O)c1ccc(Cl)c([N+](=O)[O-])c1 (stereo not given)	-0.1	15	i
CCCn1c(SCc2ccc(C(=O)OC)o2)nc2ccccc2c1=O	-0.7	10	i
O=C(COC(=O)c1ccccc1)NCc1ccco1	0.1	11	i
Cc1onc(-c2ccccc2Cl)c1C(=O)N1CC(C)OC(C)C1 (stereo not given)	0.2	8	i
COc1ccccc1C(=O)NCC(C)(C)CN=C1NS(=O)(=O)c2ccccc21	-0.6	19	i
COc1cc(C(=O)NCc2ccc3c(c2)cc(C)n3C)cc(OC)c1OC	1.2	7	i
Cc1ccccc1NS(=O)(=O)c1cc(OCC(N)=O)c(C)cc1Cl	0.5	3	i
O=C(NC1CC(=O)c2sccc21)c1ccc(Cl)cc1Cl (stereo not given)	-0.5	24	i
O=C(COC(=O)C1CCCCC1)Nc1ccc([N+](=O)[O-])cc1	-0.6	31	i
COc1ccc(Cl)cc1NC(=O)CC(=O)Nc1cc(Cl)ccc1OC	-3.8	9	i
O=C(Cn1c(=O)oc2ccccc21)N1CCCCC1	-1.9	3	i
COC(=O)c1ccc([C@H]2C=C(C(=O)O)O[C@@H](OCc3ccc(CO)cc3)C2)cc1	-1.2	23	i

Grouped by structure, the entries above with a CF3 group (three)
SMILES	STK33 inh	OX1R FRET antag	KCNQ2 block
O=C(NCc1ccccc1F)c1ccc(S(=O)(=O)Nc2cccc(C(F)(F)F)c2)cc1	-2.5	9	i
Cc1occc1C(=O)Nc1cc(C(F)(F)F)ccc1Cl	-4.2	5	i
Cc1cc(CNC(=O)C2(C(F)(F)F)CC(CCCO)CCCO2)nn1C (stereo not given)	-0.5	20	i

(list continues)
SMILES	STK33 inh	OX1R FRET antag	KCNQ2 block
COc1ccc2nc(SCC(=O)NC3(C#N)CCCCC3)[nH]c2c1	-0.9	16	i
O=C(NCCc1ccccc1)C1CCCN(C(=O)NC2CCCCC2)C1 (stereo not given)	-0.8	-2	i
COc1cc(C(=O)Nc2ccc3c(c2)N(C(=O)CCN(C)C)c2ccccc2CC3)cc(OC)c1OC	0.4	23	i
CCO[C@@H]1OC(C(=O)NCc2ccccc2)=C[C@H](c2ccccc2)[C@H]1CCCO	-1.1	8	i
Cc1cccc(NC(=O)Cn2c(=O)oc3ccccc32)c1	-1.1	17	i
COc1ccc(N2CC(C(=O)N[C@H](C(=O)NC(C)c3ccccc3)C(C)C)CC2=O)cc1 (stereo not given in full)	0.8	4	i
COCCCn1c2nc3ccccc3nc2c2c(=O)n(Cc3ccccc3Cl)cnc21	-1.4	5	i
C=CCCOc1ccccc1C(N)=O	-0.1	4	i
CNC(=O)N1CCC(C(=O)c2c(C)c(C)c(C)c(C)c2C)CC1	-1.2	-6	i
COc1ccc(-c2nc(C#N)c(NCC3CCCO3)o2)cc1 (stereo not given)	0.4	22	i
Cc1cccc(NC2=NC(=S)N(CC#N)C23CCCCC3)c1	-2.4	6	i
CCOc1ccc(C(CC(=O)O)NC(=O)COc2ccc3ccccc3c2)cc1OC (stereo not given)	0.1	1	i
O=C(Nc1cccnc1)c1cc(-c2ccc(Cl)c(Cl)c2)on1	0.1	25	i
C#CCOCCOCCOCCNc1nc(N2CCN(C(=O)[C@H](CCCCN)n3cc(C(N)[C@H](C)CC)nn3)CC2)nc(N2CCN(C(=O)[C@H](CCC(=O)O)n3cc(C(N)[C@H](C)CC)nn3)CC2)n1 (stereo not given in full)	-2.3	8	i
COc1ccc2c(C)c(Cc3ccccc3)c(=O)oc2c1OC	-0.4	21	i
Cc1cc(C(=O)Nc2c(C)cccc2C)n(-c2ccccc2)n1	-1.2	12	i
COc1ccc(CN2C(=O)C(O)(CC(=O)c3c(C)n[nH]c3C)c3ccccc32)cc1OC (stereo not given)	-0.8	16	x
COc1ccc(OC)c(Nc2ncnc3sccc23)c1	-0.3	8	i
Cc1ccc(NC(=O)NN2CCN(C)CC2)cc1C	-1.4	x	i
COC(=O)COC(=O)c1ccc(Oc2nc(OC)nc(N(C)C)n2)cc1	-0.6	6	i
CCCCNC(=S)N(Cc1c(C)noc1C)c1ccccc1	-1.9	11	i
